Tb PGK inh: qHTS Assay to Find Inhibitors of Phosphoglycerate Kinase. Potency, µM (doses to about 57.5 µM), for inactives: at the highest dose activity change, negative = inhibition, actives largely listed as inhibitors. 0.043% of 380,000 active. PGK/GAPDH coupled, Kinase-Glo luminescence, 60 min. Phosphoglycerate kinase, glycosomal (Trypanosoma brucei brucei), P07378. AID 602233, 2012; also: potency is read from the fitted curve at half-maximal effect; % is scaled to controls: 0 for no effect and ±100 for the full control effect; nearly all actives have a fitted effect of over 60% in size
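Recombinant glycosomal PGK reaction used 1,3-bisphosphoglycerate generated in-well by GAPDH (100nM final) in 100mM TEA pH 7.6, 5mM MgCl2, 0.01% Tween-20. After 60 minutes at room temperature, ATP was read by Kinase-Glo Plus luminescence end-point.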
BAZ2B inh: qHTS Assay for Inhibitors of BAZ2B | AlphaScreen BAZ2B-H3K14Ac peptide displacement | Potency, µM (series often up to 114 µM), inactives show at the highest dose activity change, negative = inhibition, actives largely listed as inhibitors | 4.4% of 360,000 active; also: potency is read from the fitted curve at half-maximal effect; % is scaled to controls: 0 for no effect and ±100 for the full control effect; nearly all actives have a fitted effect of over 60% in size
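AlphaScreen luminescence quantifies BAZ2B engagement of H3K14Ac peptide; the protein and biotinylated peptide are both at 50 nM final, buffer PBS pH 7.4 with 0.01% Tween-20, all steps at room temperature.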
JMJD2A Tudor inh: qHTS Assay for Inhibitors of JMJD2A-Tudor Domain. Lysine-specific demethylase 4A (Homo sapiens), O75164. AlphaScreen JMJD2A-Tudor / H3K4me3 peptide binding. Potency, µM (titrated, usually from 114 µM), inactives show at the highest dose activity change, negative = inhibition, hits mostly inhibitors. 4.4% of 390,000 active. AID 504339, 2011; also: potency is read from the fitted curve at half-maximal effect; % is scaled to controls: 0 for no effect and ±100 for the full control effect; nearly all actives have a fitted effect of over 50% in size
G9a block: qHTS Assay for Inhibitors of Histone Lysine Methyltransferase G9a | G9a H3K9 monomethylation, AlphaScreen, 2 h | 8.8% of 350,000 active | Potency, µM (doses to about 102 µM), inactives show at the highest dose activity, negative = inhibition, most hits filed as inhibitors; also: potency is read from the fitted curve at half-maximal effect; % is scaled to controls: 0 for no effect and ±100 for the full control effect; nearly all actives have a fitted effect of over 75% in size
Target sequence (Q96KQ7 913-1193 limits assumed): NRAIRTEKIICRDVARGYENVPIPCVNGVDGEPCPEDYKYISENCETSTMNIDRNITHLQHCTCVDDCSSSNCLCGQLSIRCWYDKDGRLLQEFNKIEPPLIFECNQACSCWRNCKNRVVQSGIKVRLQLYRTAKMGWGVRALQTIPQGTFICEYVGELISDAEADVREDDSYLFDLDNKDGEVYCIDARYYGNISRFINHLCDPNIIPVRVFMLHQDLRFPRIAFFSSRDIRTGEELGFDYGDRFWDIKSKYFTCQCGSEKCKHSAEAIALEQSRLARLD
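AlphaScreen detection with an anti-monomethyl H3K9 antibody quantified product after a 2 h room-temperature reaction containing 500 nM biotinylated H3K9 peptide, 20 µM SAM and 20 nM enzyme, which had been preincubated 15 min with compound.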
HP1b binding inh: HTS for Inhibitors of HP1-beta Chromodomain Interactions with Methylated Histone Tails. Chromobox protein homolog 1 (Homo sapiens), P83916. AlphaScreen HP1-beta / biotin-H3K9me3 peptide binding. Potency, µM (series often up to 114 µM), for inactives: top-dose activity change, negative = inhibition, actives largely listed as inhibitors. 0.56% of 390,000 active; also: potency is read from the fitted curve at half-maximal effect; nearly all actives have a fitted effect of over 70% in size; inactives centre near 23
Target sequence (P83916 whole entry, looked up): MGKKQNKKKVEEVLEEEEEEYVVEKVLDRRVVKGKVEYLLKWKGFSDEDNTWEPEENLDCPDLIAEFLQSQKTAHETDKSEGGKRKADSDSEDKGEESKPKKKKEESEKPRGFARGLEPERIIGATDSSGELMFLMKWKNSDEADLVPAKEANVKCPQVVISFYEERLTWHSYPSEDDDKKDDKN
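HP1-beta protein (50 nM final) preincubated 30 min at room temperature with biotinylated H3(1-18)K9me3 peptide (50 nM) in PBS pH 7.4, 0.01% Tween-20, then compound added for 30 min. AlphaScreen streptavidin donor/nickel chelate acceptor beads (10 ug/mL final), 30 min dark, luminescence read.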
GLS inh: qHTS for Inhibitors of Glutaminase (GLS); Glutaminase kidney isoform, mitochondrial (Homo sapiens), O94925; GLS enzymatic activity, qHTS titration; Potency, µM (series often up to 45.5 µM), for the others: at the top dose activity change, negative = inhibition, usual class: inhibitors; 0.21% of 410,000 active; also: potency is read from the fitted curve at half-maximal effect; % is scaled to controls: 0 for no effect and ±100 for the full control effect
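Human kidney-isoform GLS in 45 mM KH2PO4 pH 8.2, 0.02% Tween-20, with compound, started with 1mM L-Glutamine (added stock). Glutamate oxidase/HRP/Amplex red coupled fluorescence read at start and after 30 min at RT.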
Pin1 inhibitor: qHTS Assay to Find Inhibitors of Pin1 | Pin1 FP peptide displacement, HiFluor488, 10 min | 0.009% of 390,000 active | Potency, µM (titrated, usually from 115 µM), inactives show at the highest dose activity, negative = inhibition, actives largely listed as inhibitors | Peptidyl-prolyl cis-trans isomerase NIMA-interacting 1 (Homo sapiens), Q13526 | AID 504891, 2011; active = well fitted inhibition curve with a large enough effect in the polarisation, with a control signal flat, not every such curve was filed as active; inconclusive = small, poorly fitted or top-dose-only effect, or effect the other way, or a change in a side signal; inactive = no such curve, though single readings can be large or run the other way; the % refers to the polarisation; also: potency is read from the fitted curve at half-maximal effect; % is scaled to controls: 0 for no effect and ±100 for the full control effect
PI4K2A block: qHTS for small molecular inhibitors of PI4K2A. Phosphatidylinositol 4-kinase type 2-alpha (Homo sapiens), Q9BTU6. purified PI4K2A, ADP-Glo luminescence, 1 h; stronger effect = lower value. activity change, negative = inhibition, % at 76.9 µM. 0.13% of 420,000 active; in the data active = activity change below about -50%; inconclusive = mostly about -30% to -49%;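 also: -100% = wells without enzyme as full effect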
Target sequence (Q9BTU6 whole entry, looked up): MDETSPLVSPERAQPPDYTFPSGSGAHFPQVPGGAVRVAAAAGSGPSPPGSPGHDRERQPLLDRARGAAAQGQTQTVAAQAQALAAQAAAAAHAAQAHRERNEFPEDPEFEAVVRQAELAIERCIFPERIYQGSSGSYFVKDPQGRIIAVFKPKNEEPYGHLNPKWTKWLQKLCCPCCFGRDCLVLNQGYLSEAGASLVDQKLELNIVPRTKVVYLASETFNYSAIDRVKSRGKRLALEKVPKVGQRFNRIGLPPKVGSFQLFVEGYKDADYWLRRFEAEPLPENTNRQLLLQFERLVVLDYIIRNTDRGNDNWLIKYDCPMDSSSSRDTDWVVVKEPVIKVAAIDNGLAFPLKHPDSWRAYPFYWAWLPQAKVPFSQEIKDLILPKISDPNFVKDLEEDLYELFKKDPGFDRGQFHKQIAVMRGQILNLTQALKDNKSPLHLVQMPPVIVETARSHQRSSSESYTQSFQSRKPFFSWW
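In this quantitative HTS, ADP production by PI4K2A was quantified luminescently after 1 h at ambient temperature; 100 microM adenosine served as plate-quality control.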
ERG Ets-DNA blk: qHTS for Small Molecule Inhibitors of the ERG Ets/DNA interaction | fluorescence polarization, His-ERG Ets domain / labelled DNA | Potency, µM (doses to about 76.9 µM), without a hit: at the highest dose FP activity, negative = inhibition, actives largely listed as inhibitors | 0.028% of 370,000 active; active = well fitted inhibition curve with a large enough effect in the polarisation, with a control signal flat; inconclusive = small, poorly fitted or top-dose-only effect, or effect the other way, or a change in a side signal; inactive = no such curve, though single readings can be large or run the other way; the % refers to the polarisation;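 also: polarization taken with two DNA probes labelled with fluorescein and Texas red; potency is read from the fitted curve at half-maximal effect; % of control where 0% means no effect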
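His-tagged ERG Ets domain (1 uM in the protein solution; 300mM KCl, 50mM Tris-HCl, 1mM EDTA, 1mM DTT, pH 7.5) received compound, then a probe mix of 5 nM fluorescein-DNA and 100nM Texas-615-DNA. Fluorescence polarization was read for both dyes.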
Active calls of the source: *; [ ] = dose if it differs, or a comment. Unless noted, calls follow the shape of the dose curve; as a rule, active = well fitted curve in the direction sought with a large enough effect; inconclusive = small, poorly fitted or top-dose-only effect, or another doubt; inactive = no such curve, though single readings can be large; an effect the other way counts as inactive or inconclusive.

`CCn1c(C)c(C2=CCN(S(=O)(=O)c3ccccc3)CC2)c2ccccc21` gave Tb PGK inh 6%, BAZ2B inh inconclusive, JMJD2A Tudor inh inconclusive, G9a block 40µM*, HP1b binding inh inconclusive, GLS inh 11%, Pin1 inhibitor 53%[activator], PI4K2A block -5 and ERG Ets-DNA blk 0%.
`CCOC(=O)C1(CC2CC2)CCN(C(=O)c2cc(C3CC3)nc3ccccc23)CC1` gave Tb PGK inh 2%, BAZ2B inh -13%, JMJD2A Tudor inh -15%, HP1b binding inh 28%, GLS inh -2%, Pin1 inhibitor 0%, PI4K2A block 3 and ERG Ets-DNA blk 1%.
For Cc1ncc([N+](=O)[O-])n1CC(=O)N/N=C/c1ccccc1F the results were Tb PGK inh -6%, BAZ2B inh 0%, JMJD2A Tudor inh -10%, G9a block 1%, HP1b binding inh 26%, GLS inh -1%, Pin1 inhibitor 2%, PI4K2A block -2 and ERG Ets-DNA blk 5%.
For CCCC(=O)OCC(=O)Nc1ccc(N=Nc2ccccc2)cc1 the results were Tb PGK inh 2%, BAZ2B inh inconclusive, JMJD2A Tudor inh inconclusive, G9a block inconclusive, HP1b binding inh -28%, GLS inh 3%, Pin1 inhibitor 0%, PI4K2A block -4 and ERG Ets-DNA blk -3%.
COc1cc(/C=C/C(=O)Nc2cccc(S(=O)(=O)N3CCOCC3)c2)ccc1OCC#N was read as Tb PGK inh 8%, BAZ2B inh 6%, JMJD2A Tudor inh -21%, G9a block 6%[12.7 µM], HP1b binding inh 39%[activator], GLS inh 0%, Pin1 inhibitor 5%, PI4K2A block -3 and ERG Ets-DNA blk -1%.
`CC(C)COc1ccc(C(=O)N(CC(=O)Nc2ccccc2C(F)(F)F)Cc2ccco2)cc1` gave Tb PGK inh -9%, BAZ2B inh -10%, JMJD2A Tudor inh -25%, G9a block -10%[2.33 µM], HP1b binding inh -6%, GLS inh -1%, Pin1 inhibitor -1%, PI4K2A block -4 and ERG Ets-DNA blk 13%.
`O=C(Cc1ccsc1)Nc1ccc(S(=O)(=O)C(F)F)cc1` gave Tb PGK inh inactive, JMJD2A Tudor inh -8%, G9a block 37%, HP1b binding inh 6%, GLS inh -9%, Pin1 inhibitor -4%, PI4K2A block 6 and ERG Ets-DNA blk -6%.
For Cc1ccc(-c2nnc(SCC#CCOC(=O)c3ccco3)o2)cc1 the results were Tb PGK inh inactive, BAZ2B inh 3%, JMJD2A Tudor inh -20%, G9a block 8%[59 µM], HP1b binding inh 31%, GLS inh 7%, Pin1 inhibitor 1%, PI4K2A block 1 and ERG Ets-DNA blk 2%.
Screening CN(C)c1ccc(/C=C(/NC(=O)c2ccccc2Cl)C(=O)NCCN2CCOCC2)cc1 returned Tb PGK inh 3%, BAZ2B inh -27%, JMJD2A Tudor inh -15%, G9a block -48%[59 µM], HP1b binding inh 29%, GLS inh 2%, Pin1 inhibitor 45%[activator], PI4K2A block -3 and ERG Ets-DNA blk 3%.
`Cc1cccc(N2C(=O)CSC23C(=O)N(Cc2cccc(C(F)(F)F)c2)c2ccccc23)c1` (stereo unspecified) gave Tb PGK inh -4%, BAZ2B inh 0%[57.1 µM], JMJD2A Tudor inh -16%, G9a block -14%[59 µM], HP1b binding inh 18%, GLS inh -9%, Pin1 inhibitor 8%, PI4K2A block 1 and ERG Ets-DNA blk 9%.
Screening COCCCn1c(=N)c(C(=O)NCc2cccnc2)cc2c(=O)n3cccc(C)c3nc21 returned BAZ2B inh -10%, JMJD2A Tudor inh -26%, G9a block -3%[59 µM], HP1b binding inh 3%, GLS inh -11%, Pin1 inhibitor 2%, PI4K2A block 0 and ERG Ets-DNA blk -1%.
For Cc1cc(C(=O)NCC(=O)Nc2c(C)cccc2C)c(C)o1 the results were Tb PGK inh -8%, BAZ2B inh -28%, JMJD2A Tudor inh -7%, G9a block -37%, HP1b binding inh 8%, GLS inh 4%, Pin1 inhibitor 5%, PI4K2A block -2 and ERG Ets-DNA blk 17%.
For COc1ccc(CCNC(=O)CCCCn2c(=O)c3ccccc3n(Cc3ccc(F)cc3Cl)c2=O)cc1OC the results were Tb PGK inh -9%, BAZ2B inh 1%, JMJD2A Tudor inh -14%, G9a block -4%[59 µM], HP1b binding inh 12%, GLS inh 0%, Pin1 inhibitor -8%, PI4K2A block 0 and ERG Ets-DNA blk -1%.
`O=C(OC1CCOC1=O)c1cccc(S(=O)(=O)Nc2ccc(F)cc2)c1` (stereo unspecified) gave Tb PGK inh -3%, BAZ2B inh -5%, JMJD2A Tudor inh -1%, G9a block -20%, HP1b binding inh 27%, GLS inh -2%, Pin1 inhibitor 4%, PI4K2A block -6 and ERG Ets-DNA blk -12%.
CN1CCN(c2ccc(NC(=O)CSc3nnnn3-c3ccccc3F)cc2)CC1 was read as Tb PGK inh 2%, BAZ2B inh -21%[57.1 µM], JMJD2A Tudor inh -30%, G9a block 79µM*, HP1b binding inh 3%, GLS inh 34%[activator], Pin1 inhibitor -6%, PI4K2A block 3 and ERG Ets-DNA blk -1%.
`O=C1OC(Nc2ccc(Br)cc2F)c2ccccc21` (stereo unspecified) gave Tb PGK inh 0%, JMJD2A Tudor inh -17%, G9a block -2%[59 µM], HP1b binding inh 19%, GLS inh 10%, Pin1 inhibitor -7%, PI4K2A block -3 and ERG Ets-DNA blk 5%.
Screening O=C(CC1C(=O)N(c2ccccc2)C(=O)N1CCc1cccs1)Nc1ccc(Cl)cc1 (stereo unspecified) returned Tb PGK inh -9%, BAZ2B inh -16%, JMJD2A Tudor inh -18%, G9a block 2%[59 µM], HP1b binding inh 30%, GLS inh -2%, Pin1 inhibitor 9%, PI4K2A block 1 and ERG Ets-DNA blk -4%.
`Cc1ccc(S(=O)(=O)N2CCCCC2)cc1NC(=O)CNC(C)c1ccc(Cl)c(Cl)c1` (stereo unspecified) gave Tb PGK inh -9%, BAZ2B inh -17%, JMJD2A Tudor inh -11%, G9a block -17%[12.7 µM], HP1b binding inh 65%[activator], GLS inh -1%, Pin1 inhibitor 7%, PI4K2A block -3 and ERG Ets-DNA blk -6%.
For CC(Oc1ccccc1Cl)C(=O)N1CCCN(C)CC1 (stereo unspecified) the results were Tb PGK inh -9%, BAZ2B inh -16%, JMJD2A Tudor inh 0%, HP1b binding inh 13%, GLS inh 1%, Pin1 inhibitor -4%, PI4K2A block -5 and ERG Ets-DNA blk -5%.
For Cc1ccc(N2CC(NC(=O)C(=O)c3c(C)[nH]c4ccccc34)CC2=O)cc1 (stereo unspecified) the results were Tb PGK inh 0%, BAZ2B inh 10%, JMJD2A Tudor inh -12%, G9a block -6%, HP1b binding inh 11%, GLS inh -3%, Pin1 inhibitor -2%, PI4K2A block 3 and ERG Ets-DNA blk 2%.
O=C(CCc1cn(Cc2ccccc2F)c2ccccc12)NCc1ccc(Cl)cc1 was read as Tb PGK inh 6%, BAZ2B inh -12%, JMJD2A Tudor inh -5%, G9a block -8%[59 µM], HP1b binding inh 34%, GLS inh 1%, Pin1 inhibitor 0%, PI4K2A block -2 and ERG Ets-DNA blk -2%.
Screening CSc1nccn1C(=O)c1ccccc1[N+](=O)[O-] returned Tb PGK inh 1%, BAZ2B inh -31%, JMJD2A Tudor inh 35µM*, G9a block 35µM*, HP1b binding inh 10%, GLS inh 6%, Pin1 inhibitor -16%, PI4K2A block 6 and ERG Ets-DNA blk -10%.
N#CCCn1cc(/C=N/N=C2\NC(=O)C(CC(=O)O)S2)c(-c2ccc(F)cc2)n1 (stereo unspecified) was read as Tb PGK inh inactive, BAZ2B inh -16%, JMJD2A Tudor inh 10%, G9a block 9%[59 µM], HP1b binding inh 47%[activator], GLS inh 20%, Pin1 inhibitor -1%, PI4K2A block -6 and ERG Ets-DNA blk -16%.
Cc1nn(-c2cc(C(F)(F)F)ccn2)c(=O)o1 was read as Tb PGK inh 1%, BAZ2B inh -29%, JMJD2A Tudor inh -3%, G9a block 1%, HP1b binding inh 53%[activator], GLS inh 13%, Pin1 inhibitor -6%, PI4K2A block -5 and ERG Ets-DNA blk -2%.
For CSCCC(NS(=O)(=O)c1ccc(C)cc1)C(=O)N1CCCCCCC1 (stereo unspecified) the results were Tb PGK inh 23%, BAZ2B inh -6%, JMJD2A Tudor inh -11%, G9a block -13%[59 µM], HP1b binding inh 11%, GLS inh 12%, Pin1 inhibitor -8%, PI4K2A block 4 and ERG Ets-DNA blk -5%[15.4 µM].
`CC1CCCCC1NC(=O)C1CCC(CNS(=O)(=O)c2ccc(F)cc2)CC1` (stereo unspecified) gave Tb PGK inh -8%, BAZ2B inh -3%, JMJD2A Tudor inh 1%, G9a block 15%, HP1b binding inh 9%, GLS inh -2%, Pin1 inhibitor -5%, PI4K2A block 0 and ERG Ets-DNA blk -3%.

Compound activity deposited in PubChem by National Center for Advancing Translational Sciences (NCATS).

Outcome played no part in choosing rows; overall some 11% were active at least once.
